POLI inh – qHTS for Inhibitors of Polymerase Iota. 1% of 390,000 active. Pol iota fluorescent replication assay, 10 min. DNA polymerase iota (Homo sapiens), Q9UNA4. Potency, µM (series often up to 115 µM), without a hit: at the highest dose activity, negative = inhibition, hits mostly inhibitors
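Pol iota at 10 nM preincubated 15 min with compounds at room temperature; reaction started with fluorescent substrate, 50 nM final. Fluorescence read kinetically at 0 and 10 min; buffer-only wells as negative control.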
Pin1 inh – qHTS Assay to Find Inhibitors of Pin1. Pin1 FP peptide displacement, HiFluor488, 10 min. Potency, µM (highest dose often 115 µM), without a hit: at the highest dose activity, negative = inhibition, usual class: inhibitors. 0.009% of 390,000 active; active = well fitted inhibition curve with a large enough effect in the polarisation, with a control signal flat, not every such curve was filed as active; inconclusive = small, poorly fitted or top-dose-only effect, or effect the other way, or a change in a side signal; inactive = no such curve, though single readings can be large or run the other way; the % refers to the polarisation; note: % is set by controls: 0 for no effect and ±100 for the full control effect
G9a inh – qHTS Assay for Inhibitors of Histone Lysine Methyltransferase G9a | Histone-lysine N-methyltransferase EHMT2 (Homo sapiens), Q96KQ7 | G9a H3K9 monomethylation, AlphaScreen, 2 h | Potency, µM (series often up to 102 µM), without a hit: top-dose activity, negative = inhibition, actives largely listed as inhibitors | 8.8% of 350,000 active | AID 504332, 2011; note: % is set by controls: 0 for no effect and ±100 for the full control effect; nearly all actives have a fitted effect of over 75% in size
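G9a (20 nM) preincubated 15 min RT with compounds, then 500 nM biotinylated H3K9 peptide and 20 uM SAM added; 2 h RT reaction. Monomethyl-H3K9 product detected by AlphaScreen with anti-H3K9me1 antibody, streptavidin donor and anti-rabbit IgG acceptor beads.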
JMJD2A Tudor – qHTS Assay for Inhibitors of JMJD2A-Tudor Domain; Lysine-specific demethylase 4A (Homo sapiens), O75164; AlphaScreen JMJD2A-Tudor / H3K4me3 peptide binding; Potency, µM (top dose mostly 114 µM), without a hit: top-dose activity change, negative = inhibition, actives largely listed as inhibitors; 4.4% of 390,000 active; AID 504339, 2011; note: % is set by controls: 0 for no effect and ±100 for the full control effect; nearly all actives have a fitted effect of over 50% in size
Tb PGK inh – qHTS Assay to Find Inhibitors of Phosphoglycerate Kinase; Potency, µM (highest dose often 57.5 µM), inactives show top-dose activity change, negative = inhibition, usual class: inhibitors; PGK/GAPDH coupled, Kinase-Glo luminescence, 60 min; 0.043% of 380,000 active; Phosphoglycerate kinase, glycosomal (Trypanosoma brucei brucei), P07378; AID 602233, 2012; note: % is set by controls: 0 for no effect and ±100 for the full control effect; nearly all actives have a fitted effect of over 60% in size
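Luminescent ATP detection (Kinase-Glo Plus) follows a 60-minute room-temperature incubation, with wells lacking PGK as controls. Buffer: 100 mM TEA (pH 7.6), 5 mM MgCl2, 0.01% Tween-20. Coupling enzyme GAPDH (100 nM final) supplies unstable 1,3-BPG in-well.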
HP1b chromo inh – HTS for Inhibitors of HP1-beta Chromodomain Interactions with Methylated Histone Tails; Chromobox protein homolog 1 (Homo sapiens), P83916; AlphaScreen HP1-beta / biotin-H3K9me3 peptide binding; Potency, µM (titrated, usually from 114 µM), without a hit: at the highest dose activity change, negative = inhibition, actives largely listed as inhibitors; 0.56% of 390,000 active; AID 540317, 2011; note: nearly all actives have a fitted effect of over 70% in size; inactives centre near 23
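AlphaScreen: HP1-beta (50 nM) preformed 30 min with biotin-H3(1-18)K9me3 peptide (50 nM) in PBS pH 7.4, 0.01% Tween-20. Compound added for 30 min at RT, then streptavidin donor/nickel chelate acceptor beads (10 ug/mL) for 30 min.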
BAZ2B inh – qHTS Assay for Inhibitors of BAZ2B; 4.4% of 360,000 active; Potency, µM (series often up to 114 µM), for inactives: at the highest dose activity change, negative = inhibition, hits mostly inhibitors; AlphaScreen BAZ2B-H3K14Ac peptide displacement; AID 504333, 2011; Bromodomain adjacent to zinc finger domain protein 2B (Homo sapiens), Q9UIF8; note: % is set by controls: 0 for no effect and ±100 for the full control effect; nearly all actives have a fitted effect of over 60% in size
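Multi-concentration screen (max 110 uM) measuring displacement of acetylated histone H3 peptide from BAZ2B by AlphaScreen, using 50 nM protein, 50 nM peptide and 10 ug/mL streptavidin donor plus Ni-chelate acceptor beads.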
BLM helicase inh – qHTS Assay for Inhibitors of Bloom's syndrome helicase (BLM) | RecQ-like DNA helicase BLM (Homo sapiens), P54132 | 0.2% of 350,000 active | Potency, µM (highest dose often 56.1 µM), inactives show at the highest dose activity change, negative = inhibition, most hits filed as inhibitors | recombinant BLM DNA unwinding, fluorescence dequenching;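 note: plate controls were vehicle for no effect and no enzyme for full effect; nearly all actives have a fitted effect of over 35% in size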
GLS inh – qHTS for Inhibitors of Glutaminase (GLS). Potency, µM (doses to about 45.5 µM), without a hit: at the highest dose activity change, negative = inhibition, most hits filed as inhibitors. Glutaminase kidney isoform, mitochondrial (Homo sapiens), O94925. AID 624170, 2012. 0.21% of 410,000 active. GLS enzymatic activity, qHTS titration; note: % is set by controls: 0 for no effect and ±100 for the full control effect
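Read-out is an Amplex red fluorescence increase coupled through glutamate oxidase and HRP, measured before and after 30 min room-temperature incubation. hKGA is in 45 mM KH2PO4 (pH 8.2) with 0.02% Tween-20; glutamine added as 1mM solution.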
* marks the source's active call; other numbers are inactive results; i = inactive; ? = inconclusive; / = not tested or not shown; [ ] = remark or other dose. Unless noted, calls come from the whole dose curve; as a rule, active = well fitted curve in the direction sought with a large enough effect; inconclusive = small, poorly fitted or top-dose-only effect, or another doubt; inactive = no such curve, though single readings can be large; an effect the other way counts as inactive or inconclusive. Potency is the fitted concentration of half-maximal effect. A portion of the library (hit frequency here may not be typical).

SMILES	POLI inh	Pin1 inh	G9a inh	JMJD2A Tudor	Tb PGK inh	HP1b chromo inh	BAZ2B inh	BLM helicase inh	GLS inh
Cc1cc(C(=O)Nc2cccc(NC(=O)c3ccco3)c2)ccc1[N+](=O)[O-]	28%	-2%	?	-5%	5%	30%	?	-5%	-1%
O=c1c2oc3ccccc3c2n(Cc2ccc(F)cc2)c(=O)n1Cc1ccco1	-11%	5%	-15%[59 µM]	-8%	-1%	20%	-34%	-5%	3%
O=C(COC(=O)c1cccc(C(F)(F)F)c1)NCc1ccccc1	0%	2%	12%[59 µM]	6%	i	41%	0%	1%	-1%
COc1ccccc1NC(=O)C(C)OC(=O)c1ccc(-n2cnnn2)cc1 (stereo unspecified)	32%[activator]	-10%	-9%	-19%	-2%	-12%	-4%	/	-2%
CCOC(=O)N1CCN(C(=S)NC(=O)c2ccc(F)cc2)CC1	11%	0%	28µM*	-17%	-2%	2%	?	2%	21%
Cc1ccc([N+](=O)[O-])cc1NC(=S)NC(=O)c1cccs1	5%	24%	?	?	0%	13%	-3%	0%	6%
CC(C)(C)c1nn(-c2ccccc2)c2[nH]c(=O)c(CNCc3ccc4c(c3)OCO4)cc12	11%	4%	5%	-20%	6%	2%	-19%	-9%	24%
COc1ccc(CCNC(=O)C(C)n2nc(C)c3sc4ccccc4c3c2=O)cc1OC (stereo unspecified)	4%	3%	-31%[59 µM]	-1%	-4%	33%	1%	-9%	-14%
COc1ccc(CNC(NC(=O)c2ccccc2)(C(F)(F)F)C(F)(F)F)cc1	3%	-8%	51%[activator][59 µM]	10%	-9%	66%[activator]	18%	-11%	-18%
Cc1ccc(-c2nnn(CC(=O)N3CCCCC3)n2)c(-n2cnnn2)c1	5%	-12%	-29%[12.7 µM]	-19%	-5%	25%	3%	-1%	-1%
CC1=CCP(=O)(c2ccccc2)C1 (stereo unspecified)	5%	4%	-4%	-2%	14%	29%	9%	1%	-1%
Cc1cc(C=C2C(=O)CCCC2=O)c(C)n1-c1ccccc1	18µM*	?	50µM*	?	-5%	-12%	50µM*	-21%	?
O=C(CNC(=S)N(Cc1ccccc1Cl)C1CCCC1)NCCN1CCOCC1	33%[activator]	-3%	3%	2%	-10%	59%[activator]	-2%	-2%	5%
O=C(COc1ccc2ccccc2c1)N1CCCC1	10%	-6%	?	-6%	7%	42%[activator]	8%	-1%	13%
COCCN(CCOC)Cc1c(O)ccc2c1O/C(=C\c1ccco1)C2=O	?	/	4.5µM*	-23%	-9%	-24%	71µM*	-12%	-2%
CCCCCCCCCCS(=O)(=O)N/N=C/c1ccc(O)cc1	2%	-6%	?	?	-3%	1%	-13%	-17%	24%
O=C(Cn1cnc2c(OCc3ccccc3)ncnc21)NCc1ccc2[nH]ccc2c1	?	22%	/	-10%	9%	27%	/	/	7%
Cc1ccc2[nH]c3c(c2c1)CN(C(=O)CN(C)CC1OCCO1)CC3	19%	?	-11%	-11%	-6%	18%	-9%	-3%	/
Cc1ccccc1S(=O)(=O)Nc1nc2ccccc2nc1N1CCc2ccccc2C1	7%	21%	?	10%	-2%	49%[activator]	-3%	-6%	14%
COc1cccc(-c2nnc(NC(=O)CCS(=O)(=O)c3ccc(C)cc3)o2)c1	54%[activator]	-1%	7%	-23%	-5%	29%	-30%	/	7%
Cc1cc(C)n(CCNC(=O)CCc2nnc(CCc3ccccc3)o2)n1	21%	0%	19%[0.501 µM]	-18%	-4%	15%	4%	-2%	-4%
C/C(CC(=O)NC1CCCC1)=N\NC(=O)Cc1csc(N)n1	-5%	-1%	-7%[59 µM]	-16%	10%	56%[activator]	-8%	1%	25%
Cc1nc(C)c(N)c(=O)[nH]1	66%[activator]	-2%	50µM*	-9%[11.4 µM]	-10%	29%	-28%	1%	22%
COc1ccc(N2CCN(C(CNC(=O)c3c(F)cccc3F)c3ccc4c(c3)OCO4)CC2)cc1 (stereo unspecified)	0%	0%	10µM*	50µM*	-3%	-11%[57 µM]	?	-5%	59%[activator]
Brc1cccc(CSc2nnc(-c3ccncc3)o2)c1	43%[activator]	-1%	45µM*	4%	-7%	58%[activator]	27%	-3%	-6%
(continued)
SMILES	POLI inh	Pin1 inh	G9a inh	JMJD2A Tudor	Tb PGK inh	HP1b chromo inh	BAZ2B inh	BLM helicase inh	GLS inh
CCn1c(SC/C=C/c2ccccc2)nnc1-c1cnccn1	14%	-6%	17%[12.7 µM]	-5%	-4%	32%[activator]	-1%	-1%	3%
Cc1scc(C(=O)Nn2cnnc2)c1-c1ccccc1	-12%[58.9 µM]	-8%	-28%[12.7 µM]	-5%	i	25%	-1%	1%	-2%
N/C(=N\S(=O)(=O)c1cc(C(F)(F)F)cc(C(F)(F)F)c1)c1ccncc1	28%	-1%	32%	-15%	i	14%	-16%	-6%	1%
Cc1ccc(OCC(O)CNC2CCCC2)c(C)c1 (stereo unspecified)	31%[activator]	-2%	/	-18%	-4%	13%	2%	4%	1%
NC(=S)N/N=C/c1ccc(/C=N/NC(N)=S)cc1	?	22%	/	-4%	-8%	67%[activator]	2%	-8%	0%
O=C(N/N=C/C(Cl)=C/c1ccc([N+](=O)[O-])cc1)C(=O)Nc1ccc(C(=O)O)cc1	?	-10%	50µM*	-34%[11.4 µM]	?	?	?	-12%	10%
CCC(C)NC(=O)Cc1ccc(NC(=O)N2CCCCc3ccccc32)cc1 (stereo unspecified)	5%	5%	22%[59 µM]	-11%	2%	21%	-2%	-2%	4%
O=C1NC(=O)C(c2ccccc2)(c2ccc(O)cc2)N1 (stereo unspecified)	24%	-4%	-7%[12.7 µM]	-2%	-6%	30%	6%	/	14%
CCCCC(C(=O)O)C(C)CC(=O)Nc1nncs1 (stereo unspecified)	-17%	1%	5%[59 µM]	-18%[11.4 µM]	-3%	20%	0%	-5%	2%
Cc1cc(-c2nnc(CCC(=O)N(C)C(C)c3cccs3)o2)no1 (stereo unspecified)	53%[activator]	7%	-9%	-1%	6%	38%[activator]	-19%	0%	0%
COc1ccc(NS(=O)(=O)c2ccc3c(c2)CC(C)N3C(C)=O)c(OC)c1 (stereo unspecified)	6%	-7%	-2%[59 µM]	5%	-3%	54%[activator]	2%	3%	5%
Cc1ccc(-n2c(C)cc(C)c(C#N)c2=O)cc1	-8%	-2%	-3%	-3%	-7%	5%	-3%	-2%	11%
COCCN1C(=O)C(O)=C(C(=O)c2cccs2)C1c1ccccc1 (stereo unspecified)	-8%	0%	18µM*	-7%	i	28%	-21%	0%	13%
O=C(NCCc1ccccc1)C(=O)NCC(c1ccco1)N1CCOCC1 (stereo unspecified)	37%[activator]	-3%	3%	4%[11.4 µM]	i	58%[activator]	-13%	-3%	-13%
COc1ccc(-c2csc(NC(=O)Cc3ccccc3F)n2)cc1OC	67%[activator]	22%	?	?	-3%	-7%	40µM*	-14%	-16%
COc1ccc(S(=O)(=O)Oc2ccc3ccccc3c2)cc1	-6%	0%	134%[activator][59 µM]	89%[activator]	-3%	174%[activator]	97%[activator]	-13%	4%
O=C(NCc1ccccc1Cl)C1CCN(c2cnccn2)CC1	27%	0%	-2%	-17%	-3%	15%	-12%	0%	1%
COC(=O)Cn1c(=NC(=O)C2CC2)sc2c(C)cc(C)cc21	11%	4%	/	-7%	-6%	31%	/	/	0%
CCc1ccc(CN(C)C(=O)CC2C(=O)NCCN2Cc2ccoc2)cc1 (stereo unspecified)	0%	1%	?	-22%	-10%	29%	-2%	-2%	1%
COC(=O)c1sccc1OC(C)C(C)=O (stereo unspecified)	4%	-2%	?	-6%	-2%	34%	2%	0%	1%
O=C(NCc1ccncc1)c1cc(C(=O)C2CC2)c[nH]1	-3%	4%	-10%	-15%	0%	24%	-5%	-3%	-11%
COCCn1c(SCC(=O)Nc2ccccc2F)nnc1-c1ccoc1C	50%[activator]	-8%	18%	-10%	8%	5%	7%	1%	8%
CCOCCCNC(=O)c1ccc(CS(=O)(=O)Cc2ccccc2F)o1	-19%[58.9 µM]	-4%	59%[activator][12.7 µM]	-22%	-6%	-21%	9%	-2%	-4%
COC(=O)c1[nH]c2cccc(OC)c2c1NC(=O)CN1CC(C)OC(C)C1 (stereo unspecified)	4%	1%	-18%	5%	8%	24%	11%	-1%	27%
Cc1nn(CC(=O)OCC(=O)Nc2ccccc2[N+](=O)[O-])c(C)c1[N+](=O)[O-]	-1%	3%	-11%[59 µM]	-7%	-3%	25%	5%	2%	-9%

One compound at a time, as listed above. Order of screens: POLI inh, Pin1 inh, G9a inh, JMJD2A Tudor, Tb PGK inh, HP1b chromo inh, BAZ2B inh, BLM helicase inh, GLS inh
COC(=O)Cn1c(=NC(=O)C2CC2)sc2c(C)cc(C)cc21 as listed: 11%, 4%, /, -7%, -6%, 31%, /, /, 0%
CCn1c(SC/C=C/c2ccccc2)nnc1-c1cnccn1 as listed: 14%, -6%, 17%[12.7 µM], -5%, -4%, 32%[activator], -1%, -1%, 3%
COC(=O)c1[nH]c2cccc(OC)c2c1NC(=O)CN1CC(C)OC(C)C1 (stereo unspecified) as listed: 4%, 1%, -18%, 5%, 8%, 24%, 11%, -1%, 27%
NC(=S)N/N=C/c1ccc(/C=N/NC(N)=S)cc1 as listed: ?, 22%, /, -4%, -8%, 67%[activator], 2%, -8%, 0%
COc1ccc(S(=O)(=O)Oc2ccc3ccccc3c2)cc1 as listed: -6%, 0%, 134%[activator][59 µM], 89%[activator], -3%, 174%[activator], 97%[activator], -13%, 4%

Assay outcomes deposited in PubChem by National Center for Advancing Translational Sciences (NCATS).
